Screening results (PubChem)
NTR1 agonist = NTR1-driven beta-arrestin-GFP spot formation – imaging, U2OS cells, high content, primary screen (AID 493036); agonist mode; 0.17% of 330,000 active; activation, % at 20 µM; P30989;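 active means activation at or above 40% of the spot to cytoplasm intensity ratio, with at least 20 cells analyzed; inconclusive means wells under 20 cells, flagged as cytotoxic or low count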;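 further: 0% = DMSO without peptide and 100% = 100 nM NTR1 peptide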
Target sequence (P30989 whole entry, looked up): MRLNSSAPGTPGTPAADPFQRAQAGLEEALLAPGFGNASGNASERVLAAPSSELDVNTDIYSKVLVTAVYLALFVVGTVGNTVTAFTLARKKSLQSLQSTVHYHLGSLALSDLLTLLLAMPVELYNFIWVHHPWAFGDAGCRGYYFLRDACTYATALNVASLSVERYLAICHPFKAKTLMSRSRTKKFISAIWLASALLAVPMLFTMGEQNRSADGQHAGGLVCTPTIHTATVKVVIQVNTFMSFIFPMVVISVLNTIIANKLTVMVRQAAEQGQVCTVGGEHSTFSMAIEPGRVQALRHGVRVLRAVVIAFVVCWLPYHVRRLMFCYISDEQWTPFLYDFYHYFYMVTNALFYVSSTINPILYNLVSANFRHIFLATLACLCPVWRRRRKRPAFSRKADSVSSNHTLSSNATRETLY
UTI89 phage lysis = protection from phage-mediated lysis, alamar blue read-out – E. coli UTI89, K1F phage, bacterial capsule biogenesis inhibitors (AID 488966) | E. coli UTI89 K1F phage lysis, alamar blue, 2 h; higher % means a stronger effect | one-dose inhibition, % at 100 µM; IC50 in µM for titrated hits | 0.02% of 340,000 active;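 active means phage lysis inhibition, versus mean bacterial control, above a set limit; inconclusive means no clear call, values can overlap the other calls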;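 further: capsule biogenesis inhibitors block K1F phage lysis so surviving cells raise fluorescence; higher fluorescence means more inhibition of phage lysis; actives were called in the ten point dose series up to 300 µM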
Rac1 GTP hydrolysis = MgcRacGAP GTPase-activating activity inhibitors, confirmation, biochemical, ADP Hunter fluorescence; MgcRacGAP-stimulated Rac1 GTP hydrolysis, ADP Hunter fluorescence; higher % means a stronger effect; GST-tagged Rac1 F28L mutant substrate; one-dose inhibition, % at 30 µM; IC50 in µM for titrated hits; 0.6% of 340,000 active; AID 624330;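 active means first-screen hits whose inhibition reached a set limit at any dose in the follow-up dose series; inconclusive means inhibition above the set first-screen limit but never retested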;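 further: fluorescence reports GDP produced by GAP-driven GTP hydrolysis; strong numbers were not always called active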
NTR1 agonist cell count 20 µM = recorded beside NTR1 agonist, whose call it bears; cell count; measured here: cell count, cytotoxicity flag
* marks the source's active call; other numbers are inactive results; i = inactive; u = inconclusive; [ ] = remark or other dose. An excerpt, so the mix of outcomes need not match the whole.

SMILES | NTR1 agonist | NTR1 agonist cell count 20 µM | UTI89 phage lysis | Rac1 GTP hydrolysis
O=C(O)c1cccc(S(=O)(=O)Nc2ccc(N3CCCCC3)cc2)c1 | -0.8 | 55 | 0.9% | 14%
C=C1CCN([C@@H](CC(C)C)C(=O)Nc2ccc(OC)cc2)S(=O)(=O)c2ccccc21 | -1.4 | 91 | 0.4% | 10%
Cc1cccc(NC(=O)c2nc[nH]c2C(=O)N2CCC(C)CC2)c1 | 1.7 | 58 | 0.8% | 10%
O=C(CSc1ncn[nH]1)NNC(=O)c1ccccc1 | -1.5 | 57 | 1.4%[50 µM] | 8%
C=C(C)[C@H]1CC=C(C)C(=O)C1 | -0.6 | 47 | -0.9% | 5%
COc1ccc(CCNC(=O)CSCc2ccc(C)cc2)cc1OC | -0.5 | 62 | 0.0% | -3%
O=S(=O)(Nc1cc(S(=O)(=O)N2CCCC2)ccc1O)c1ccc(Cl)s1 | 0.8 | 72 | 0.9%[50 µM] | 27%
COc1ccc(C2=Nn3c(nnc3-c3ccccc3Cl)SC2)cc1OC1CCCC1 | 6.9 | 76 | -1.5% | 8%
COc1ccc(NC(=O)C2CCN(S(=O)(=O)c3cccs3)CC2)cc1OC | 0.6 | 63 | 1.9%[50 µM] | 5%
N#Cc1ccc(C(=O)Nc2cc(C3CC3)nn2-c2ccccc2)cc1 | 1.1 | 66 | 0.8% | 5%
Cc1n[nH]c(=O)c2c(NC(=O)CSc3ccc(Br)cc3)oc(C)c12 | -0.1 | 46 | 1.1%[50 µM] | 7%
CCCNC(=O)c1ccccc1NC(=O)c1ccc2c(=O)n3c(nc2c1)CCC3 | 1.8 | 64 | 0.9%[50 µM] | 3%
Cc1ccc(C)c(S(=O)(=O)N(C)Cc2cccs2)c1 | 0.2 | 73 | 0.2%[50 µM] | 4%
CC(OC(=O)CNC(=O)c1ccc(Cl)c(Cl)c1)C(=O)N1CCOCC1 (stereo not given) | -0.4 | 79 | 0.8%[50 µM] | 6%
C[C@@]12C(=O)Nc3ccccc3C(=O)N1[C@H]1c3cc(Br)ccc3OC[C@@H]1[C@@H]2c1ccccc1 | 3.9 | 91 | 2.6% | 8%
O=C(OCc1cc(=O)n2ccsc2n1)c1ccc(O)cc1O | 0.4 | 56 | 0.5%[50 µM] | 4%
O=C(NCCc1ccccc1)c1ccc(NS(=O)(=O)c2ccc3[nH]c(=O)[nH]c3c2)cc1 | -0.5 | 50 | 1.1%[50 µM] | 1%
CCCC(C(=O)Nc1ccc(C)c(S(=O)(=O)N2CCOCC2)c1)c1ccccc1 (stereo not given) | -0.8 | 65 | 0.5%[50 µM] | 3%
Clc1ccc2scc(CN3CCCC3)c2c1 | 0.3 | 56 | -1.6% | -7%
CN(C)C(=O)CCc1ccc2c3c([nH]c2c1)[C@]1(CCC2CCCC2)[C@@H](C(=O)N2CCOCC2)C[C@H](CC(=O)NCCc2ccccn2)C(=O)N1CC3 | 2.1 | 56 | 0.0% | 11%
COc1ccc(CC(=O)OCC(=O)Nc2ncc(Cl)c(C)c2Cl)cc1 | -0.6 | 42 | 0.7%[50 µM] | 1%
CS(=O)(=O)c1ccc([C@@H](O)[C@@H](CF)NC(=O)C(Cl)Cl)cc1 | -0.4 | 62 | -8.4% | 3%
COc1cccc(NC(=O)CN(C)C(=O)CN2C(=O)NC(C)(c3ccc(C)cc3)C2=O)c1 (stereo not given) | -0.3 | 54 | 0.7%[50 µM] | 3%
Nc1cccnc1Sc1ccccc1 | 0.0 | 30 | 0.8% | 6%
CCn1nc(C(=O)Nc2ccccc2N2CCCC2)c2ccccc2c1=O | 15 | 68 | 0.7%[50 µM] | 10%
COc1ccc(Cl)cc1NC(=O)COC(=O)c1c(-c2ccccc2)noc1C | 1.3 | 62 | 4.6% | 8%
Cc1ccc(C(=O)OCC(=O)Nc2ccc3c(c2)OCCO3)cc1C | 0.9 | 64 | 0.7%[50 µM] | 8%
O=C(NCCCn1ccnc1)c1ccc(COc2ccccc2)o1 | 0.5 | 53 | -0.1%[50 µM] | 2%
CCOC(=O)[C@H](CCc1ccccc1)N[C@@H](C)C(=O)N1[C@H](C(=O)O)C[C@@H]2CCC[C@@H]21 | -0.2 | 54 | 0.7% | 1%
Cc1ccc(C(=O)OCC(=O)Nc2cccc(S(=O)(=O)N3CCOCC3)c2)o1 | -0.1 | 104 | -0.1%[50 µM] | 1%
O=C(NCC(c1cccs1)N1CCOCC1)c1cc(S(=O)(=O)N2CCOCC2)c(Cl)cc1Cl (stereo not given) | -1.7 | 45 | 1.1%[50 µM] | 2%
CCN(CC(=O)Nc1c(F)cccc1F)C(=O)c1ccc(C)c(S(=O)(=O)N2CCCCC2)c1 | 0.3 | 50 | -0.1%[50 µM] | 4%
CCOc1ccc(NC(=O)COc2coc(CN3CCc4ccccc4C3)cc2=O)cc1 | 8.7 | 66 | 1.0%[50 µM] | -5%
O=C(NCc1ccc(OC(F)(F)F)cc1)c1ccc2c(c1)S(=O)(=O)c1ccccc1C2=O | 3.7 | 104 | 0.6% | 6%
CCN(CC)S(=O)(=O)c1ccc(NC(=O)CO/N=C(\N)c2ccccc2)cc1 | -1.5 | 60 | 1.2%[50 µM] | 0%
Cc1cccc(C(=O)Nc2ccc(O)cc2)c1 | 12 | 71 | -0.3% | u
COc1ccc(C(=O)OCC(=O)Nc2sccc2C(N)=O)cc1[N+](=O)[O-] | 0.5 | 69 | 0.6%[50 µM] | 5%
C=CC[C@@H](CC(=O)N[C@@H](CO)Cc1ccccc1)C(=O)N[C@@H](C)COC(=O)[C@@H](CC=C)Cc1ccc(F)cc1 | 0.3 | 41 | 3.4% | 8%
C=CCSc1nnc(NC(=O)C2CSC3(C)CCC(=O)N23)s1 (stereo not given) | -0.3 | 46 | 1.1%[50 µM] | 2%
CC(=O)Nc1ccc(S(=O)(=O)N(C)CC(=O)OCC(=O)N2CCN(C(=O)c3ccco3)CC2)cc1 | 0.6 | 55 | 0.8%[50 µM] | 12%
CCCc1cc(-c2ccc3c(c2)COc2c4ccccc4nn2-3)on1 | 0.2 | 98 | -0.5% | -2%
COc1ccc(CNC(=O)COC(=O)c2ccc(C(=O)c3ccccc3)cc2)cc1 | 1.8 | 60 | 0.7% | -7%
CCCCN(C(=O)c1cc2c(s1)CCC2)c1c(N)n(CCC)c(=O)[nH]c1=O | 0.9 | 55 | 1.5%[50 µM] | 3%
C=CCNC(=O)c1c(CS(=O)(=O)c2ccccc2)noc1C(=O)NCc1ccccc1 | 0.0 | 92 | 3.1% | 7%
Nc1ncccc1C(=O)OCC(=O)NC1CCCCCC1 | 4.7 | 66 | -0.3%[50 µM] | 1%

2 neighbouring entries out of the list so far:
SMILES | NTR1 agonist | NTR1 agonist cell count 20 µM | UTI89 phage lysis | Rac1 GTP hydrolysis
C=CCNC(=O)c1c(CS(=O)(=O)c2ccccc2)noc1C(=O)NCc1ccccc1 | 0.0 | 92 | 3.1% | 7%
Nc1ncccc1C(=O)OCC(=O)NC1CCCCCC1 | 4.7 | 66 | -0.3%[50 µM] | 1%

Additional results
SMILES | NTR1 agonist | NTR1 agonist cell count 20 µM | UTI89 phage lysis | Rac1 GTP hydrolysis
O=C(COC(=O)c1ccc(F)cc1F)NCCC1=CCCCC1 | -2.0 | 54 | 0.6%[50 µM] | -2%
CC1CCCC(NC(=O)c2ccc3c(c2)OCO3)C1C (stereo not given) | -1.4 | 56 | 1.4%[50 µM] | 1%
CC(C)c1ccc(S(=O)(=O)N2CCN(C(=O)CN3C(=O)NC4(CCCCC4)C3=O)CC2)cc1 | -0.5 | 70 | 1.2%[50 µM] | 1%
CC1CCCC(NC(=O)c2cccc(S(=O)(=O)N3CCN(c4ccccc4)CC3)c2)C1C (stereo not given) | 0.9 | 58 | 0.8%[50 µM] | 0%
Cc1csc(SC(C)C(=O)NC2CCCCC2C)n1 (stereo not given) | 0.1 | 68 | 1.2%[50 µM] | 0%
COc1cccc(C2=CC(=O)C[C@H](c3ccc(F)cc3)C2)c1OC | 3.3 | 62 | 4.1% | -5%
CC(=O)c1ccc(S(=O)(=O)Nc2ccc(Cl)c(S(=O)(=O)N3CCCC3)c2)cc1 | 0.8 | 59 | 0.4%[50 µM] | 3%
Cc1cccc(C)c1NC(=O)CN(C)C(=O)CCC(=O)c1ccccc1 | -1.1 | 58 | 0.9%[50 µM] | -1%
O=C(NCC(=O)N1CCN(C(=O)c2ccccc2)CC1)c1ccc(Cl)cc1Cl | 5.1 | 50 | 0.6%[50 µM] | 5%
CCN1CCN(c2ccc(S(=O)(=O)N3CCOCC3)cc2NC(=O)c2ccc(C(F)(F)F)cc2)CC1 | -0.1 | 59 | 1.4%[50 µM] | 14%
CCN(C(=O)CSc1n[nH]c(N)n1)C1CCCCC1 | 1.6 | 64 | 0.0%[50 µM] | 0%
CCOC(=O)C1Nc2c(cc(C(F)(F)F)cc2[N+](=O)[O-])C2c3ccccc3CC12 (stereo not given) | 1.6 | 92 | 0.8% | 3%
Cc1ccccc1NC(=O)COC(=O)C1=COCCO1 | -1.3 | 69 | 0.8%[50 µM] | 4%
CS(=O)(=O)c1ccccc1-c1nnc(NC(=O)CCS(=O)(=O)c2ccc(Cl)cc2)o1 | 1.5 | 56 | 0.5%[50 µM] | 3%
CC(C)(C)OC(=O)N1O[C@H]2C[C@@H]1[C@@H]1[C@@H]2N=NN1C12CC3CC(CC(C3)C1)C2 | 5.5 | 49 | 0.0% | 0%
COc1ccc(S(=O)(=O)N(C)C)cc1NC(=O)COC(=O)Cn1cnc2ccccc2c1=O | 3.3 | 60 | 0.1%[50 µM] | -1%
C/C(=C\C1CCCCC1)C(NC(=O)c1ccc(C(F)(F)F)cc1)c1ccc(-c2ccccc2)cc1 (stereo not given) | -1.3 | 76 | 0.8% | 0%
CC1CCCCC12NC(=O)N(CC(=O)OCc1cccc(F)c1)C2=O (stereo not given) | -0.9 | 88 | 0.8%[50 µM] | 6%
COc1ccc(C(=O)Nc2nc(CC(=O)NCCc3ccccc3OC)cs2)cc1 | 4.7 | 69 | 1.0%[50 µM] | 2%
CCOCCn1[nH]c2ccccc2c1=O | 3.7 | 84 | 0.8% | 7%
CCOc1ccccc1OCCCC(=O)NNC(=O)c1cc(C)oc1C | -0.9 | 60 | 0.1%[50 µM] | 7%
COc1ccc(CCC2(C)NC(=O)N(C(C)C(=O)Nc3ccccc3F)C2=O)cc1 (stereo not given) | 3.1 | 65 | 0.4%[50 µM] | 4%
O=C(CSc1nc2c(oc3ccccc32)c(=O)n1CC1CCCO1)NCc1ccc(F)cc1 (stereo not given) | 1.4 | 54 | 0.5%[50 µM] | 6%
CC1Cc2ccccc2N1CC(=O)N(C)c1c(N)n(Cc2ccccc2)c(=O)[nH]c1=O (stereo not given) | -1.3 | 96 | 0.1%[50 µM] | 3%
c1ccc(C[n+]2ccc3ccccc3c2)cc1 | 0.0 | 47 | 3.0% | 10%
CCOC(=O)Cc1cn(C(=O)OC(C)(C)C)c2ccccc12 | 4.7 | 57 | -0.2% | -4%
CN(CC(=O)Nc1ccccc1Cl)C(=O)COC(=O)/C=C/c1cccc(C(F)(F)F)c1 | 1.1 | 76 | 0.7%[50 µM] | 3%
CC(C)(C)c1ccc(OCCCCCCN2CCNCC2)cc1 | 0.4 | 55 | i | -2%
Cc1cccc(NC(=O)CSCC(=O)N(C)CCOc2ccc(Cl)cc2)c1 | 1.4 | 53 | -2.3% | 10%
CC(C)(C)CNC(=O)c1ccc2c(c1)S(=O)(=O)c1cc(Cl)ccc1C2=O | 13 | 39 | 2.8% | 14%
O=c1c2cc(F)ccc2sn1-c1ccccc1 | -0.8 | 58 | -2.2% | 36µM*
Cc1ccc(S(=O)(=O)CCC(=O)OCc2nnc(-c3ccccc3)o2)cc1 | 0.5 | 58 | -1.1% | 0%
O=C(CCNS(=O)(=O)c1ccc(Cl)cc1)OCC(=O)N1CCN(C(=O)c2ccco2)CC1 | 0.4 | 54 | 1.1%[50 µM] | 4%
O=C(COC(=O)c1cc(Cl)ccc1O)Nc1cc(C(F)(F)F)ccc1N1CCOCC1 | 8.0 | 71 | -3.8% | 2%
CCOC(=O)c1ccc(NC(=O)COc2coc(CN3CCc4ccccc43)cc2=O)cc1 | -0.1 | 66 | -1.7% | 7%
CS(=O)(=O)c1ccc(C(=O)OCC(=O)NCc2cccs2)cc1[N+](=O)[O-] | 39 | 53 | 0.8% | 6%
Cn1cccc1C(=O)NCC(c1ccco1)N1CCCCC1 (stereo not given) | -0.1 | 54 | 1.5%[50 µM] | 7%

Among those listed so far, these have a nitro group on carbon:
SMILES | NTR1 agonist | NTR1 agonist cell count 20 µM | UTI89 phage lysis | Rac1 GTP hydrolysis
COc1ccc(C(=O)OCC(=O)Nc2sccc2C(N)=O)cc1[N+](=O)[O-] | 0.5 | 69 | 0.6%[50 µM] | 5%
CCOC(=O)C1Nc2c(cc(C(F)(F)F)cc2[N+](=O)[O-])C2c3ccccc3CC12 (stereo not given) | 1.6 | 92 | 0.8% | 3%
CS(=O)(=O)c1ccc(C(=O)OCC(=O)NCc2cccs2)cc1[N+](=O)[O-] | 39 | 53 | 0.8% | 6%
